L3MBTL1 inh: qHTS Assay for the Inhibitors of L3MBTL1 | Potency, µM (top dose mostly 57.1 µM), for inactives: top-dose activity, negative = inhibition, most hits filed as inhibitors | AID 485360, 2010 | Lethal(3)malignant brain tumor-like protein 1 (Homo sapiens), Q9Y468 | AlphaScreen L3MBTL1–H3K9me1 peptide binding | hit rate 0.66% among 230,000; further: on the % scale 0 is the no-effect control and ±100 the full control effect; nearly all actives have a fitted effect of over 60% in size
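First, the protein-peptide complex forms for 30 min at room temperature (L3MBTL1 50 nM, biotinylated H3K9me1 peptide 75 nM). Next, compounds are pin-transferred and incubated 30 min. Finally, AlphaScreen beads are added and read after 30 min.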
Tau fluor counter: Counterscreen qHTS for Inhibitors of Tau Fibril Formation, Fluorescence Polarization | tau K18 P301L Alexa594 fluorescence, heparin fibrillization | AID 1463, 2008 | hit rate 0.93% among 280,000 | Potency, µM (titrated, usually from 57.7 µM), inactives show at the top dose activity change, negative = decrease; further: on the % scale 0 is the no-effect control and ±100 the full control effect; nearly all actives have a fitted effect of over 55% in size
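Human tau K18 P301L (15 uM unlabeled, 0.24 uM Alexa 594-labeled) in 100 mM sodium acetate pH 7 with 20 uM heparin, 6 hr at 37 C. ThT 30 uM added, 1 hr ambient; Alexa 594 FP and total fluorescence read at 555/632 nm.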
TR SRC2 fluor cs: Total Fluorescence Counterscreen for Inhibitors of the Interaction of Thyroid Hormone Receptor and Steroid Receptor Coregulator 2 | TRb/SRC2 Texas Red total fluorescence interference | Potency, µM (highest dose often 106 µM), for the others: top-dose fluorescence change, negative = quenching | hit rate 0.29% among 280,000; active means well fitted curve in either direction with a large enough effect; inconclusive means small, poorly fitted or top-dose-only effect; further: on the % scale 0 is the no-effect control and ±100 the full control effect
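Human TRb ligand-binding domain at 0.6 uM with 20 nM Texas Red SRC2 peptide in Tris buffer containing 1 uM T3 and 5% DMSO, incubated with compound 5 h at ambient temperature. Total fluorescence (555/632 nm) calculated as parallel + 2 × perpendicular.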
Tau FP inhib: qHTS for Inhibitors of Tau Fibril Formation, Fluorescence Polarization; Potency, µM (top dose mostly 57.7 µM), for inactives: top-dose activity, negative = inhibition, hits mostly inhibitors; AID 1468, 2008; K18 P301L tau heparin fibrillization, Alexa594 FP, 6 h; hit rate 0.39% among 280,000; further: on the % scale 0 is the no-effect control and ±100 the full control effect; nearly all actives have a fitted effect of over 55% in size
Target sequence (P10636 561-689 P618L limits assumed): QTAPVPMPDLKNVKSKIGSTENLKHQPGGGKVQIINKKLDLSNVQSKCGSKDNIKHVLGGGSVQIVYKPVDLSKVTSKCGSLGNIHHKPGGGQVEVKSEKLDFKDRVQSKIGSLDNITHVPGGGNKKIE
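Read-out: fluorescence polarization of Alexa 594-labeled tau (0.24 uM), 555 nm excitation, 632 nm emission. Mixtures held 15 uM unlabeled K18 P301L, compound and 20 uM heparin, pH 7 acetate buffer, incubated 6 hr at 37 C.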
HTT cytoprotect: qHTS Multiplex Assay to Identify Dual Action Probes in a Cell Model of Huntington: Cytoprotection (ATP); PC12 HTT-Q103 induced, cytoprotection, ATP luminescence, 40 h; Potency, µM (top dose mostly 56.4 µM), for inactives: cytoprotection (ATP increase), usual class: activators; hit rate 0.14% among 230,000;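 further: % of control where 0% means no effect; nearly all actives have a fitted effect of over 45% in size; toxic huntingtin expression switched on by the ecdysone agonist tebufenozide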
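Compounds added alongside 100 nM tebufenozide, which induces toxic Q103 huntingtin exon 1-GFP in stable PC12 cells; surviving cells quantified by luminescent ATP measurement. Medium: phenol red-free DMEM, 5% equine and 5% calf serum.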
Tau ThT inhib: qHTS for Inhibitors of Tau Fibril Formation, Thioflavin T Binding | recombinant tau K18 P301L (four-repeat tau fragment), heparin-induced fibrillization, ThT fluorescence | Potency, µM (series often up to 57.4 µM), without a hit: at the top dose activity, negative = inhibition, usual class: inhibitors | hit rate 2.1% among 270,000 | AID 1460, 2008; further: on the % scale 0 is the no-effect control and ±100 the full control effect; nearly all actives have a fitted effect of over 55% in size
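Aggregation was driven by heparin (20 uM final) acting on recombinant tau […] bearing P301L in 100 mM sodium acetate pH 7; fibrils were detected with Thioflavin T.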
RECQ1 inh: qHTS Assay for Inhibitors of RecQ-Like Dna Helicase 1 (RECQ1); ATP-dependent DNA helicase Q1 (Homo sapiens), P46063; RECQ1 DNA unwinding, red fluorescence kinetic read; Potency, µM (highest dose often 57.3 µM), inactives show top-dose activity, negative = inhibition, hits mostly inhibitors; hit rate 0.54% among 240,000;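 further: plate controls were vehicle for no effect and no enzyme for full effect; nearly all actives have a fitted effect of over 30% in size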
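50 nM RECQ1T1 preincubated 15 min with compound in Tris pH 8.0 buffer with MgCl2, DTT, Tween-20 and 2.5 ug/ml poly(dI-dC); started with 200 nM TAMRA/BHQ-2 forked duplex and 2 mM ATP. Unwinding read as fluorescence (525/598 nm), two reads 2 h apart.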
TRb-SRC2 inh: qHTS for Inhibitors of the Interaction of Thyroid Hormone Receptor and Steroid Receptor Coregulator 2 | Potency, µM (titrated, usually from 106 µM), for the others: top-dose activity change, negative = inhibition, actives largely listed as inhibitors | Thyroid hormone receptor beta (Homo sapiens), P10828 | AID 1469, 2008 | hit rate 0.065% among 280,000 | TRbeta-SRC2 peptide binding, fluorescence polarization; receptor liganded with 1 µM T3;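 further: plate controls were bound peptide for no effect and peptide without receptor for full effect; nearly all actives have a fitted effect of over 50% in size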
Target sequence (P10828 whole entry, looked up): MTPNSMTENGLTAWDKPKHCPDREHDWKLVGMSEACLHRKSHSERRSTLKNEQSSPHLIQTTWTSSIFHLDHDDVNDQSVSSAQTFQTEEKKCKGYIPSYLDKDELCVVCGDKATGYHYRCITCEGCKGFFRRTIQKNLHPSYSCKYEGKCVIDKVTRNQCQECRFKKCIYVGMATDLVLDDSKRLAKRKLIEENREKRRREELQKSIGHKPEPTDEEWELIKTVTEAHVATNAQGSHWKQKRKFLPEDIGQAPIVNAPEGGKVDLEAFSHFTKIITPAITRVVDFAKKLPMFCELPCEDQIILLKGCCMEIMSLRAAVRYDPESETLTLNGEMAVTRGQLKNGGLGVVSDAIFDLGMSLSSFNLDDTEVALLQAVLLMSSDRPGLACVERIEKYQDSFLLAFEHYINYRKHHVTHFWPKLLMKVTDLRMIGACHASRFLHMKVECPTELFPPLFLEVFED
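Fluorescence polarization of 20 nM Texas Red SRC2 peptide (20-aa NR interaction domain) bound to 0.6 uM human TRb ligand-binding domain, with 1 uM T3, after 5 hr at ambient temperature; inhibition seen as decreased polarization.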
The depositor's hits bear a star; i = inactive; u = inconclusive; x = not tested or not shown; [ ] = remark or other dose. Unless noted, the call rests on the fitted dose curve; in most records, active means well fitted curve in the direction sought with a large enough effect; inconclusive means small, poorly fitted or top-dose-only effect, or another doubt; inactive means no such curve, though single readings can be large; an effect the other way counts as inactive or inconclusive. Potency means the concentration at half of the fitted maximal effect.

SMILES | L3MBTL1 inh | Tau fluor counter | TR SRC2 fluor cs | Tau FP inhib | HTT cytoprotect | Tau ThT inhib | RECQ1 inh | TRb-SRC2 inh
Nc1nncn1C(=O)c1cccs1 | 1% | -9% | -1% | 1% | 18% | u | 0% | -1%
CS(=O)(=O)N(CC(=O)Nc1ccc(F)c(F)c1)c1cccc([N+](=O)[O-])c1 | -6% | -22% | -1% | -4% | 7%[10 µM] | 9% | -13% | 8%
CCC(C(=O)N1CCc2cc(OC)c(OC)cc2C1)c1ccccc1 (configuration not stated) | -1% | -4% | 1% | 4% | 3%[10 µM] | -5% | i | 9%
OC(CN1CCCCC1)Cn1c(C(F)(F)F)nc2ccccc21 (configuration not stated) | -2% | 0% | -1% | 4% | -11%[0.074 µM] | -10% | -7% | -7%
CCCCCc1nnc(NC(=O)CS(=O)(=O)Cc2ccccc2)s1 | 6% | -2% | 2% | 6% | 33%[1.9 µM] | -13% | -11% | -2%
O=C(c1cc2ccc3cccnc3c2[nH]1)N1CCN(c2cccc(Cl)c2)CC1 | x | -11% | 1% | 2% | x | u | x | 12%
COc1ccccc1-c1noc(-c2ccccc2C(=O)Nc2cccnc2)n1 | x | -17% | -3% | -3% | -31% | -19% | -1% | -8%
CCOC(=O)N1CCN(C(=O)C(CC(C)C)NS(=O)(=O)c2ccc3c(c2)oc(=O)n3C)CC1 (configuration not stated) | x | -4% | -6% | 0% | 6% | 1% | i | -2%
COC(=O)CCC(=O)Nc1ccc(OC)cc1 | 2% | 7% | 0% | -11% | 28%[10 µM] | 5% | -9% | -18%
CCc1ccc(/C=N/NC(=S)NCCc2ccccc2)cc1 | x | -10% | 3% | -14% | -29% | -6% | i | -4%
O=C(COc1cccnc1[N+](=O)[O-])N1CCN(S(=O)(=O)c2ccccc2)CC1 | -2% | 3% | u | -3% | 5%[10 µM] | 7% | -9% | -8%
FC(F)(F)C1=CC(c2ccc(Br)cc2)=NCCN1 | -2% | -12% | 3% | 3% | -4% | -10% | -5% | -4%
CCC(=O)N1c2ccccc2CC1C(=O)NCc1cccc(OC)c1OC (configuration not stated) | x | 3% | 0% | -1% | x | 1% | x | 1%
O=S1(=O)C=C(N2CCOCC2)c2ccccc21 | -5% | -8% | 2% | -4% | -2% | u | -7% | 2%
COC(=O)c1sccc1NC(=O)CSc1ccccc1NS(=O)(=O)c1ccc(F)cc1 | 2% | u | -2% | -2% | -15%[10 µM] | -20% | -12% | -6%
CCc1cccc(C)c1NC(=O)C1=C(C)C(=O)OC12CCC(C)CC2 (configuration not stated) | x | -4% | -4% | -1% | x | 0% | x | -9%
CSCCC(NC(=O)OC(C)(C)C)C(=O)NC(CC(C)C)C(N)=O (configuration not stated) | 3% | 1% | -5% | 7% | -15%[10 µM] | -10% | i | -11%
CCOc1ccc(CNC(=O)C2CCN(C(=O)N3CC(CC)Oc4ccccc43)CC2)cc1 (configuration not stated) | x | u | -69% | 8% | x | -11% | x | -7%
COc1ccc2nc(SCC(=O)Nc3ccc(S(=O)(=O)Nc4onc(C)c4C)cc3)[nH]c2c1 | -4% | -19% | 0% | 2% | u | u | 3% | 14%
Cc1cccc(NC(=O)Cn2c([N+](=O)[O-])cnc2C)c1C | 12% | -1% | 0% | 2% | u | -4% | -4% | -14%
O=C(CSc1ccccc1)Nc1ccc(-c2nc3ccccc3[nH]2)cc1 | 21% | u | -1% | u | -6%[10 µM] | u | -5% | 3%
COc1ccc(NC(=O)c2cccnc2N2CCOCC2)cc1 | 1% | -1% | 0% | -1% | -25% | -4% | i | 0%
Cc1ccccc1/C=N/Nc1nc2ccccc2[nH]1 | x | u | -4% | 5% | -56%[inhibitor] | u | -6% | 11%
ClC(Cl)(Cl)c1nc(N/N=C/c2ccncc2)c2ccccc2n1 | 0% | -1% | -3% | -10% | 13%[10 µM] | -7% | -17% | -10%
COC(=O)Cc1c(C(=O)OC)nnn1-c1ccc(OC)cc1 | -2% | 5% | -2% | 2% | -11% | 1% | -5% | -1%

Compounds shown so far containing a CF3 group, in the order listed:
SMILES | L3MBTL1 inh | Tau fluor counter | TR SRC2 fluor cs | Tau FP inhib | HTT cytoprotect | Tau ThT inhib | RECQ1 inh | TRb-SRC2 inh
OC(CN1CCCCC1)Cn1c(C(F)(F)F)nc2ccccc21 (configuration not stated) | -2% | 0% | -1% | 4% | -11%[0.074 µM] | -10% | -7% | -7%
FC(F)(F)C1=CC(c2ccc(Br)cc2)=NCCN1 | -2% | -12% | 3% | 3% | -4% | -10% | -5% | -4%

Returning to the listing, starting 2 compounds before the break.
SMILES | L3MBTL1 inh | Tau fluor counter | TR SRC2 fluor cs | Tau FP inhib | HTT cytoprotect | Tau ThT inhib | RECQ1 inh | TRb-SRC2 inh
ClC(Cl)(Cl)c1nc(N/N=C/c2ccncc2)c2ccccc2n1 | 0% | -1% | -3% | -10% | 13%[10 µM] | -7% | -17% | -10%
COC(=O)Cc1c(C(=O)OC)nnn1-c1ccc(OC)cc1 | -2% | 5% | -2% | 2% | -11% | 1% | -5% | -1%
CN(C)c1cccc(NC(=O)c2ccco2)c1 | x | -12% | -1% | -9% | -49%[inhibitor] | u | i | -4%
CCOc1ccc(N2C(=O)c3cccnc3C2Nc2ccc(OC)cc2)cc1 (configuration not stated) | -14% | -15% | 0% | 5% | -18% | u | -7% | -2%
Cc1cc(Cl)ccc1OCC(=O)Nc1nc(-c2cccs2)cs1 | 5% | -29% | -1% | -2% | 2% | u | -6% | -2%
Cc1nonc1NC(=O)Nc1cccnc1 | 5% | 4% | 1% | -6% | u | 4% | -5% | 2%
CC(C)c1ccc(NS(=O)(=O)c2ccc3[nH]c(=O)ccc3c2)cc1 | x | u | u | u | x | -2% | x | 0%
NC(=S)NNC(=O)Nc1cccc(Cl)c1 | 4% | -5% | -2% | -9% | x | -6% | -6% | -9%
CC(=O)c1sc2nc(=O)c(C)nn2c1C | x | 6% | 2% | 3% | 5% | 0% | i | 7%
CC(C)c1ccc(NC(=O)CCCc2nc(-c3ccc(Cl)cc3)no2)cc1 | x | -11% | 4% | -10% | x | -2% | x | -6%
O=c1[nH][nH]c(-c2ccccc2)c1C=Nc1ccc(OC(F)(F)F)cc1 | -2% | -15% | -3% | -6% | -23% | u | -6% | 2%
O=C(CN(CCc1ccccc1)C(=O)c1csnn1)NC1CCCC1 | 1% | -14% | -1% | 4% | 23%[10 µM] | -6% | -2% | -5%
Cc1nn(-c2cccc(Cl)c2)c2c1C(c1cccnc1)C(C#N)=C(N)O2 (configuration not stated) | -10% | u | -12% | 3% | -8%[10 µM] | u | i | -30%
CCOC(=O)c1sc(=NC(=O)C2CC2)n(C)c1C | 9% | -4% | -2% | 4% | -23% | -9% | -3% | -1%
Cc1cccc(-n2c(C)nc3sccc3c2=O)c1 | 13% | -6% | -6% | -11% | -10% | 5% | i | -1%
Cc1cc(=O)oc(C)c1C(=O)N1CCCCC1 | 6% | 2% | 2% | -3% | 1% | 1% | -4% | 0%
CCCC(=O)N1CCN(c2ccc([N+](=O)[O-])c(NC(C)c3ccccc3)c2)CC1 (configuration not stated) | -12% | -19% | -3% | 7% | -50%[inhibitor] | 14µM* | -7% | -3%
Cc1cc(C)c(S(=O)(=O)Cc2ccc(Cl)cc2)c(=O)[nH]1 | -13% | 2% | -6% | -13% | -9%[10 µM] | 0% | -11% | 1%
Cc1cc(C)c(NC(=O)Cn2c(=O)n(Cc3ccccc3)c(=O)c3c(C)c(C(=O)N(C)C)sc32)c(C)c1 | x | -10% | 3% | 3% | x | 1% | x | 9%
O=C(COC(=O)C12CC3CC(CC(Br)(C3)C1)C2)Nc1cccnc1Cl | 7% | -11% | -2% | -5% | -24% | -4% | i | 5%
OCCN1CN=C(Nc2nc3ccccc3o2)NC1 | 3% | -1% | -4% | -3% | -28% | -5% | 15% | -4%
C=CCC1CCCC(=O)N2CC[C@H](O)C12 (some centres not stated) | -12% | 0%[126 µM] | 2%[201 µM] | 4%[126 µM] | -30%[96.6 µM] | -3%[126 µM] | -3%[126 µM] | 1%[201 µM]
Cc1oc(-c2cccc(Cl)c2)nc1CN1CCCC(C(=O)NCc2ccc(Cl)cc2)C1 (configuration not stated) | x | -12% | -21% | -1% | x | u | x | -3%
Cc1ccc(NS(=O)(=O)c2ccc(N/N=C/c3ccccc3OCC(=O)O)c([N+](=O)[O-])c2)c(C)c1 | x | -30% | -9% | 12% | -2%[10 µM] | 13µM* | u | 1%
Cc1ccc(C)n1CCN1CCN(CC(=O)Nc2cc(C(F)(F)F)ccc2Cl)CC1 | -2% | -1% | -3% | -2% | -15% | -17% | -16% | 4%
COCCCNc1ncnc2onc(-c3ccc(F)cc3)c12 | x | -5% | 1% | -8% | x | -3% | x | 4%
CCCCN(CC)C(=O)CCCn1c(=O)c2cccn2c2ccccc21 | x | -16% | 1% | -10% | x | -20% | x | 6%
COc1ccccc1CN1CC(C(=O)N2CCN(c3ccc(F)cc3)CC2)CC1=O (configuration not stated) | 29% | 7% | 0% | 3% | -11%[10 µM] | 10% | -12% | 6%
CN(C)c1ccc(CNC(=O)C2CCN(c3nc4ccccc4[nH]3)CC2)cc1 | x | -14% | -2% | -8% | x | -12% | x | 4%
Cc1cc(NC(=O)c2ccccc2F)nc2c1c(=O)oc1ccccc12 | x | -1% | -6% | 7% | -34%[inhibitor] | -2% | i | -2%
Cc1nn(C)c2c1c(C(F)(F)F)cc(=O)n2C(C)C(=O)NCCc1ccc(Cl)cc1 (configuration not stated) | x | -15% | -9% | -5% | x | -9% | x | -3%

Bioassay records (PubChem BioAssay)

These rows are one share of the data; rates above refer to the full screens.
